CHX counter = counter-screen for Shiga toxin inhibitors: cycloheximide protein synthesis inhibition; actives 12% (n = 300,000); AID 2314; cell reporter, cycloheximide protein synthesis inhibition counterscreen; max response, %; in the data active = max response mostly above about 13%, no sharp cut-off; inactive = mostly below about 14%; note: read at 38.3 µM for the half of the compounds with a filed dose; 0% is about no effect
Shiga toxin inh = Shiga toxin inhibition | Vero cells, Shiga toxin protein synthesis inhibition reporter | inhibition, % at 38.7 µM | actives 9.2% (n = 290,000); in the data active = inhibition mostly above about 28%, no sharp cut-off; inactive = mostly below about 43%; note: 0% is about no effect
Pf growth 48h = P. falciparum growth inhibition at 48 hours (one generation). P. falciparum luciferase growth in erythrocytes, 48 h. Potency, µM (top dose mostly 28.7 µM), inactives show top-dose activity change, negative = inhibition, most hits filed as inhibitors. actives 5.9% (n = 310,000). AID 504832; note: potency is the fitted concentration of half-maximal effect; % is set by controls: 0 for no effect and ±100 for the full control effect
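Luciferase-expressing parasites in RBCs, 2% Hct / 0.1% parasitemia final; RPMI 1640 + 0.5% Albumax; 37 C, 5% CO2, one generation; luminescence read-out, lower signal = inhibition.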
HCV inh = inhibitors of hepatitis C virus infection; Huh7.5.1 HCVcc-Cre infection, luciferase reporter, 44 h; Potency, µM (doses to about 41.8 µM), for the others: at the top dose activity change, negative = inhibition, usual class: inhibitors; actives 3.4% (n = 340,000); AID 651820; note: potency is the fitted concentration of half-maximal effect; % is set by controls: 0 for no effect and ±100 for the full control effect
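1,000 cells/well; 4 h culture; + compound; + HCVcc-Cre (~0.5 moi); 44 h; luciferase substrate, RT 15 min; read 15 sec.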
Pf growth 96h = P. falciparum growth inhibition at 96 hour, primary screen for plastid delayed-death inhibitors; P. falciparum luciferase reporter growth, 96 h; Potency, µM (series often up to 28.7 µM), without a hit: top-dose activity change, negative = inhibition, actives largely listed as inhibitors; actives 6.9% (n = 320,000); AID 504834; note: potency is the fitted concentration of half-maximal effect; % is set by controls: 0 for no effect and ±100 for the full control effect
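Two parasite generations (96 h, 37 C, 5% CO2) of compound exposure in infected erythrocytes (0.05% parasitemia, 2% hematocrit). Luciferase-reporter P. falciparum; decreased luminescence indicates inhibited growth, aimed at apicoplast-acting delayed death.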
FBPA Giardia inh = inhibitors of Giardia lamblia fructose-1,6-bisphosphate aldolase; purified Giardia FBPA; AID 2451; actives 0.71% (n = 290,000); Potency, µM (doses to about 59.6 µM), for the others: at the top dose activity, negative = inhibition, usual class: inhibitors; A8B2U2; note: potency is the fitted concentration of half-maximal effect; % is set by controls: 0 for no effect and ±100 for the full control effect; nearly all actives have a fitted effect of over 55% in size
Target sequence (A8B2U2 whole entry, looked up): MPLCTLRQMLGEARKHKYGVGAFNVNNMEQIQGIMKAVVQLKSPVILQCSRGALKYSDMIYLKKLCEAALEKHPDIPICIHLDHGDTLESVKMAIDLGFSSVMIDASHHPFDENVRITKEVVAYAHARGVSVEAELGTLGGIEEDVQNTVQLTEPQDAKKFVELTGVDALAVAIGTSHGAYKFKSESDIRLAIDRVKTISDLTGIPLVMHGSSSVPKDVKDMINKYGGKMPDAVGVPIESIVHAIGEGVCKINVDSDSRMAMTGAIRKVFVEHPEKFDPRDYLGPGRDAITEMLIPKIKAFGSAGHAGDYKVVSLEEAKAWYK
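Giardia FBPA (40 nM reagent) was preincubated 10 min at RT with compound (up to 57.5 uM final), then substrate plus GAPDH/TPI/NAD/arsenate coupling system with diaphorase/resazurin was added; resorufin fluorescence (525/598 nm) was read after 20 min.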
Starred values were filed as active, the others as inactive; u = inconclusive; x = not tested or not shown; [ ] = another dose, or the depositor's remark. Unless noted, calls come from the whole dose curve; as a rule, active = well fitted curve in the direction sought with a large enough effect; inconclusive = small, poorly fitted or top-dose-only effect, or another doubt; inactive = no such curve, though single readings can be large; an effect the other way counts as inactive or inconclusive.

Molecule,CHX counter,Shiga toxin inh,Pf growth 48h,HCV inh,Pf growth 96h,FBPA Giardia inh
CCN(CC)C(=O)c1ccccc1NC(=O)CN1C(=O)c2ccccc2S1(=O)=O,-1.9,1.7,23.7%,8.6%,u,2.4%
COc1cccc(CNc2ncc(-c3ccccc3)n2C)c1,23.9*,20.5*,31.6%[activator],-6.7%,u,u
CC(Sc1ccc(S(=O)(=O)N(C)C)cn1)C(=O)NC1CCCC1 (configuration not stated),x,x,26.4%,3.3%,7.1%,x
COc1ccccc1NC(=O)CSc1nnnn1-c1ccccc1OC,0.3,-5.9,45.0%[activator],-22.1%,u,1.7%
COc1ccc(SCC(c2ccccc2)N2CCN(CC(C)C)CCC2=O)cc1 (configuration not stated),9.2,-4.9,x,x,x,-1.6%
COc1ccc(CNCCCSc2ncccn2)c(OC)c1,-1.5,-5.8,-0.5%,11.2%,36.7%[activator],13.5%
COc1cnc(NS(=O)(=O)c2ccc(N)cc2)nc1,-1.4,-2.5,-5.2%,45.4%[activator],-11.6%,1.1%
O=C(NCC1CCCO1)c1ccc(-c2ccccc2Cl)o1 (configuration not stated),x,x,130.3%[activator],3.3%,89.2%[activator],x
Cc1ccc(C)c(NC(=O)CN(C)C(=O)c2ccc(S(=O)(=O)N3CCCCCC3)cc2)c1,x,x,u,-5.3%,-8.5%,x
Cc1onc(-c2c(Cl)cccc2Cl)c1C(=O)Nc1ccc(N2CCOCC2)cc1,-0.7,-4.8,u,-20.4%,u,6.3%
O=C1C(C2=NC(c3ccccn3)C3C(=O)N(c4ccc(Cl)cc4Cl)C(=O)C23)=C(O)c2ccccc21 (configuration not stated),-2.8,1.5,142.7%[activator],-3.2%,-0.4%,-5.3%
COc1ccc(C(=O)N2CCN(S(=O)(=O)c3ccccc3)CC2)c(OC)c1,-0.6,-15.2,-14.7%,7.2%,x,6.9%
O=C(Cn1c(=O)oc2ccccc21)Nc1cccc(Cl)c1,-3.0,-4.6,10.3%,-23.6%,u,-0.6%
CCNC(=S)NNC(=O)c1nn(C)c(C)c1Cl,25.9,82.5*,22.1%,6.9%,-1.7%,0.9%
Cc1ccccc1NC(=O)/C(C#N)=C\c1cccnc1,-1.6,-3.2,5.5%,12.0%,14.7%,-0.3%
Cc1ccc(N2CC(C(=O)N3CCC4(CC3)CC(=O)c3ccccc3O4)CC2=O)cc1C (configuration not stated),x,x,u,u,11.7µM*,x
COc1ccccc1CNC(=O)C1CCN(S(=O)(=O)c2ccc3c(c2)OCCCO3)CC1,-1.4,0.8,-8.1%,7.5%,u,1.5%
CCCOc1ccc(C(=O)Nc2cc(-c3nn4c(C)nnc4s3)ccc2C)cc1,0.6,14.9,x,-0.4%,-60.8%,6.3%
Cc1ccnc(OC(C(=O)O)C(OCc2ccccc2)(c2ccc(F)cc2)c2ccc(F)cc2)n1 (configuration not stated),0.4,-9.4,1.9%,3.5%,5.3%,9.4%
O=C(c1ccco1)N1CCC(c2ccccc2)C1 (configuration not stated),24.2*,79.2*,79.9%[activator],23.4%,17.8%,-2.8%
S=C(Nc1ccc(Br)cc1)NC1CCCC1,41.9*,62.6*,u,-2.9%,4.1%,3.4%
CC1(c2ccccc2)NC(=O)N(CC(=O)Nc2cccc(C#N)c2)C1=O (configuration not stated),0.5,30.2,-15.2%,-3.1%,-11.0%,4.7%
COc1ccc(C(=O)NCC(=O)OCC(=O)N2CCC(C)CC2)cc1OC,1.3,15.1,7.4%,15.8%,1.1%,2.0%
COc1cc(SC)ccc1C(=O)OC(C)C(=O)Nc1ccc(NC(C)=O)cc1 (configuration not stated),-3.2,10.3,7.3%,-2.6%,18.2%,-5.8%
COc1ccc(N(C(=O)COc2ccccc2)C2C=CS(=O)(=O)C2)c(OC)c1 (configuration not stated),-3.5,-11.2,14.4%,9.6%,-25.4%,2.7%
CC1CC(C)CN(C(=O)COC(=O)c2ccc3ncsc3c2)C1 (configuration not stated),x,x,9.7%,-5.2%,-11.5%,x
C[C@]12CCC(=O)C=C1CCC1C2CC[C@@]2(C)C1CC[C@@]2(O)CC#N (some centres not stated),-6.0,-5.4,x,14.7%,-2.2%,3.4%
OCC[C@@H]1C[C@@H](O)[C@H](O)[C@@]2(Cc3ccccc3CO2)O1,-2.6,-3.2,10.6%,11.4%,55.9%[activator],-11.1%
COCCN(CC(=O)Nc1cc(Cl)ccc1-n1cncn1)Cc1nc2ccccc2c(=O)[nH]1,x,x,-10.9%,12.1%,-10.0%,x
O=C(Nc1nnc(SCC(=O)N2CCCC2)s1)C1CC(=O)N(c2ccccc2)C1 (configuration not stated),-0.9,-11.4,-14.6%,14.4%,u,x
CCOc1ccc(C(=O)OCC(=O)NC2CCCCCCC2)cc1,x,x,28.0%,-22.4%,40.6%[activator],x
CN=C(Nc1ccc(C(=O)OC)s1)c1ccccc1,-2.1,-4.8,-10.8%,-28.0%,u,0.5%
O=C(Nc1ccccc1N1CCN(C(=O)c2ccccc2)CC1)c1ccc(Br)o1,-2.7,-19.3,0.0%,u,9.28µM*,x
COc1cc(C2CC(=O)N3CN(Cc4ccccc4)CSC3=C2C#N)ccc1OCc1ccccc1 (configuration not stated),-2.6,-6.5,x,u,6.8%,u
Cc1ccccc1NC(=O)CN1C(=O)S/C(=C\c2ccc(-c3cc(C(=O)O)ccc3C)o2)C1=O,-3.7,-12.6,9.0%,3.5%,18.3%,-19.4%
CC(C)CCNC(=O)c1ccc(-n2cnc3cccnc32)cc1,4.8,5.2,-17.3%,-14.6%,28.6%,-0.5%
O=C(Nc1ccc(F)c([N+](=O)[O-])c1)N1C[C@H]2C[C@@H](C1)c1cccc(=O)n1C2,-10.1,-8.9,-6.6%,17.1%,u,x
O=C(COC(=O)c1ccccc1Oc1ccccc1)NC1CC1,17.5,20.7,-1.5%,-6.6%,-17.8%,0.1%
O=C(COC(=O)c1ccc2c(c1)C(=O)N(Cc1ccco1)C2=O)NCC(F)(F)F,-3.9,-7.9,51.3%[activator],-4.0%,35.0%[activator],5.1%
Cc1ccc(C(=O)Nc2ccc3c(c2)CCC3)cc1S(=O)(=O)N1CCOCC1,33.5*,98.0*,-16.9%[5.75 µM],u,17.7%[5.75 µM],-4.8%
CCOc1ccccc1C(=O)Nc1ccc2c(c1)C(=O)NC2=O,-1.9,x,19.8%,1.5%,u,-9.0%
Cc1cc(Nc2ccc(C)c(Br)c2)n2nc(C)nc2n1,-2.4,12.1,-11.3%,6.7%,u,8.5%
CCCCN(CCCNC(=O)Cn1ncc2ccsc2c1=O)Cc1ccccc1,12.7,1.1,-3.7%,11.4%,1.3%,16.6%
CCN(CC)CCn1c(SCC(=O)Nc2cccc(OC)c2)nc2c(sc3ccccc32)c1=O,-6.1,-4.0,u,1.78µM*,u,-4.7%
CC(NC(=O)NC1CCCCC1)c1ccccc1 (configuration not stated),10.3,-15.5,2.1%,1.1%,6.1%,6.2%
CCN1C(=O)[C@H]2[C@@H](c3ccc(-c4ccc(Cl)c(Cl)c4)cc3)N[C@@](C)(C(=O)OC)[C@H]2C1=O,x,x,u,2.1%,u,x
CC1CCCN(c2ccc(C(=O)NCc3ccccc3)cn2)C1 (configuration not stated),31.0*,104.2*,61.2%[activator],4.3%,u,0.8%
CN(C)C(=O)CSc1n[nH]c(-c2ccco2)n1,-3.2,1.6,28.3%,17.9%,-6.9%,15.8µM*
S=C1SCN(Cc2ccccn2)CN1Cc1ccco1,1.7,-7.1,u,x,1.0%,u
O=C(O)Cn1c2ccccc2c2n[nH]c(=S)nc21,-4.3,x,-4.7%,22.9%,3.7µM*,8.91µM*

One compound at a time, from the list above. Values in the order: CHX counter, Shiga toxin inh, Pf growth 48h, HCV inh, Pf growth 96h, FBPA Giardia inh
O=C(Nc1nnc(SCC(=O)N2CCCC2)s1)C1CC(=O)N(c2ccccc2)C1 (configuration not stated) across the screens: -0.9, -11.4, -14.6%, 14.4%, u, x
O=C(Nc1ccccc1N1CCN(C(=O)c2ccccc2)CC1)c1ccc(Br)o1 across the screens: -2.7, -19.3, 0.0%, u, 9.28µM*, x

Remaining list, next part.
Molecule,CHX counter,Shiga toxin inh,Pf growth 48h,HCV inh,Pf growth 96h,FBPA Giardia inh
Cc1ccc(NC2CCCN(C(=O)CSc3ccccn3)C2)cc1C (configuration not stated),1.1,-10.8,-7.2%,x,-18.5%,x
NC(=O)N/N=C/c1ccc(-c2ccc(S(=O)(=O)Nc3ncccn3)cc2)o1,x,x,30.2%[activator],-6.6%,u,x
CC(=O)c1cccc(NCC(=O)c2ccc(C)c([N+](=O)[O-])c2)c1,7.9,-4.2,u,-24.5%,u,15.2%
CCOCCCNC(=O)CN(Cc1ccc(Cl)cc1)S(C)(=O)=O,-1.5,-8.3,4.5%,11.0%,-0.2%[5.75 µM],-0.2%
CC(C)OC(=O)C(NC(=O)c1ccccc1)=C1CCCCC1,2.0,-2.8,-2.0%,6.2%,x,6.2%
CCOC(=O)c1cc(CC)sc1NC(=O)CN1CCN(C(=O)C2CCCO2)CC1 (configuration not stated),-1.8,-4.5,u,-23.3%,5.3%,x
O=C(N/N=C/c1ccc(O)c(O)c1)c1ccc(CSc2cccc3cccnc23)cc1,3.0,-22.2,0.1%,15.8µM*,x,u
O=C1CCC(=O)N1CC1CC2CCC1C2 (configuration not stated),5.5,18.9,2.9%,-5.3%,2.8%,0.4%
Cc1cccc(N2CCN(C(=O)c3ccccc3NC(=O)C3CCCCC3C(=O)O)CC2)c1 (configuration not stated),-1.7,1.3,-6.4%,14.9%,0.7%,4.9%
OCCCc1ccc(O)c(O)c1,-0.5,-8.6,40.9%[activator],-11.5%,u,-22.9%
Cc1cc2ccccc2c(=O)n1CC(=O)N(C)c1ccc(F)cc1,-2.5,-3.0,10.9%,7.2%,10.4µM*,-1.5%
COc1cc(OC)c(NC(=O)CCNC(=O)Cn2ccc3ccccc3c2=O)cc1Cl,-4.7,10.7,10.4%,-13.5%,-23.6%,-1.1%
COc1ccccc1OCCNC1CCCC1,5.7,9.8,x,0.7%,-16.1%,12.7%
O=C(c1ccco1)N1CCN(S(=O)(=O)c2ccc(F)cc2)CC1,-2.9,14.2,-6.1%,11.4%,x,11.4%
CCc1ccc2nc(-c3cccc(C)c3)nc(SCC(=O)NCC3CCCO3)c2c1 (configuration not stated),1.5,-15.9,8.0%,12.5%,163.7%[activator],6.4%

Ordered by molecular weight (rising): some entries from above
Molecule,CHX counter,Shiga toxin inh,Pf growth 48h,HCV inh,Pf growth 96h,FBPA Giardia inh
O=C1CCC(=O)N1CC1CC2CCC1C2 (configuration not stated),5.5,18.9,2.9%,-5.3%,2.8%,0.4%
O=C(c1ccco1)N1CCN(S(=O)(=O)c2ccc(F)cc2)CC1,-2.9,14.2,-6.1%,11.4%,x,11.4%
CCOC(=O)c1cc(CC)sc1NC(=O)CN1CCN(C(=O)C2CCCO2)CC1 (configuration not stated),-1.8,-4.5,u,-23.3%,5.3%,x

From PubChem
